Screening data as filed in PubChem BioAssay.
SUMO1-SIM PPI: modulators of SUMO1 protein-protein interactions, primary screen, biochemical, uHTS; Small ubiquitin-related modifier 1 (Homo sapiens), P63165; SUMO1 binding to a labelled peptide, TR-FRET, 1 h; inhibition, % at 20 µM; actives 0.33% (n = 360,000); AID 602429, 2012; in the data active = inhibition above about 37%
Target sequence (P63165 whole entry, looked up): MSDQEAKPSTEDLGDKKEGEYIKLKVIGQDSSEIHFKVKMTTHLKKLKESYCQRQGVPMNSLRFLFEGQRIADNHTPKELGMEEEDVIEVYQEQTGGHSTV
LMPTP block: LMPTP phosphatase inhibitors, primary screen, biochemical, fluorescence intensity, uHTS; Low molecular weight phosphotyrosine protein phosphatase (Homo sapiens), P24666; recombinant LMPTP-A, OMFP fluorogenic substrate; inhibition, % at 20 µM; actives 0.22% (n = 360,000);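 active = compounds that cut the enzyme signal by at least half of the control window in the single-dose screen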;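 note: plate controls were DMSO wells with enzyme plus substrate for no effect and substrate without enzyme for full effect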
Target sequence (P24666 whole entry, looked up): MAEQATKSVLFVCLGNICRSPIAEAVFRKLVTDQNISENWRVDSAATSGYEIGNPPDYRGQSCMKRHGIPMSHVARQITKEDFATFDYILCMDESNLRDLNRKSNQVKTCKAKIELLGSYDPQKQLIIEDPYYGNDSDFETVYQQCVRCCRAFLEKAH
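material = LMPTP-A | quantity = 0.625 nM enzyme | reagent = OMFP substrate, 400 µM final | buffer or medium = Bis-Tris pH 6.0, DTT, detergent | detection = endpoint fluorescence intensity from OMFP dephosphorylation | dosing = single 20 µM dose | read-out basis = % inhibition relative to no-enzyme and uninhibited control wells | control set = no-enzyme and uninhibited controls | timing = 50 min at room temperature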
Tb MetRS inh: T. brucei MetRS inhibitors, primary screen, biochemical, luminescence | actives 0.4% (n = 360,000) | purified T. brucei MetRS, ATP depletion, Kinase-Glo luminescence | inhibition, % at 11.9 µM | methionyl-tRNA synthetase (Trypanosoma brucei brucei) | AID 624268, 2012;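 active = inhibition above a per-plate cutoff of the control wells' mean inhibition plus 3 SD, cut at about 5.5% in these data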;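 note: 0% = DMSO wells median and 100% = median of wells with control inhibitor compound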
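Dosing: 11.9 µM single point; system: parasite MetRS enzyme; technique: luminescence of leftover ATP; times: 15 min enzyme-compound preincubation, 2 h reaction, 10 min detection, 25 °C; replicates: each compound tested once; read-out basis: percent inhibition relative to median high and low control wells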
PABP1 MLLE inh: inhibitors of PABP1 MLLE–PAM2 peptide binding, primary screen, biochemical, fluorescence polarization, FITC-PAM2, GST-MLLE; actives 0.36% (n = 360,000); inhibition, % at 20 µM; Polyadenylate-binding protein 1 (Homo sapiens), P11940; AID 588489, 2011; in the data active = inhibition above about 35%, passing the limit was not always enough;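 note: plate controls were DMSO wells with GST-MLLE for no effect and wells lacking GST-MLLE protein for full effect; some results filed as inactive read as strong as hits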
CSN inh: inhibitors of CSN-mediated cullin deneddylation, primary screen, biochemical, fluorescence polarization, uHTS | Purified CSN, SCF-Nedd8-OG deneddylation | actives 0.38% (n = 360,000) | AID 651999, 2013 | inhibition, % at 12.5 µM | COP9 signalosome complex subunit 5 (Homo sapiens), Q92905;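 active = pattern-corrected inhibition above about 35%, with an unprinted fluorescence ratio check between 0.5 and 1.5, limit read from the data, passing the limit was not always enough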;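 note: 0% = enzyme with substrate and 100% = substrate without enzyme; some results filed as inactive read as strong as hits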
Target sequence (Q92905 whole entry, looked up, one chain of several): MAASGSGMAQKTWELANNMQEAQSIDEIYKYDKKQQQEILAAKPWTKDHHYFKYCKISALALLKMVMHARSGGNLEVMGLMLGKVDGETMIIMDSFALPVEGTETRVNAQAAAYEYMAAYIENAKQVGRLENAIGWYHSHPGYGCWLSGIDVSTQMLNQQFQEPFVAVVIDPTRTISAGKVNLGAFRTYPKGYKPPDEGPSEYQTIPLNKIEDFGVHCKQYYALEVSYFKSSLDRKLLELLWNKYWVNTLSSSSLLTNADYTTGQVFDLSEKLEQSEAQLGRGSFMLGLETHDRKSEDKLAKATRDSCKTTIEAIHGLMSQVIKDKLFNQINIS
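Assay system: purified human Csn5 enzyme expressed in HEK293T cells; Input: 0.24 nM Csn5 enzyme, final concentration; Reagent: 10 nM SCFSkp2-Nedd8OG; Compound dosing: 12.5 µM single point; Times: reaction 90 min, room temperature; Technique: fluorescence polarization readout.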
Rpn11 inh: Rpn11 (PSMD14) deubiquitinase inhibitors, primary screen, biochemical, fluorescence polarization, uHTS; AID 588493, 2011; calls only at 20 µM; 26S proteasome non-ATPase regulatory subunit 14 (Homo sapiens), O00487; human 26S proteasome, Ub4-pepOG fluorescence polarization; 20S core pre-blocked with epoxomicin; actives 0.59% (n = 360,000);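 active = inhibition at 20 µM, scaled to each plate's controls, above about 33%, limit read from the data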
NadD inh: inhibitors of S. aureus NadD, primary screen, biochemical, colorimetric, uHTS. purified NadD enzyme, colorimetric absorbance read-out. inhibition, % at 20 µM. actives 0.78% (n = 360,000); in the data active = inhibition above about 26%; note: some compounds past the cut are filed as inactive
DNMT1 block: human DNMT1 methyltransferase inhibitors, primary screen, biochemical, molecular beacon, fluorescence, HinP1I cleavage, uHTS; DNA (cytosine-5)-methyltransferase 1 (Homo sapiens), P26358; inhibition (reported as % activation of signal), % at 10 µM; actives 0.83% (n = 360,000); AID 588458, 2011; in the data active = inhibition above about 50%
Scp-1 inhibitor: Scp-1 phosphatase inhibitors, primary screen, biochemical, colorimetric, uHTS; Carboxy-terminal domain RNA polymerase II polypeptide A small phosphatase 1 (Homo …; Recombinant Scp1, phosphopeptide, malachite green phosphate absorbance; inhibition, % at 20 µM; actives 0.88% (n = 340,000);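 active = inhibition above about 50% at 20 µM, limit read from the data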;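 note: plate controls were DMSO wells with enzyme for no effect and wells lacking enzyme for full effect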
Target sequence (Q9GZU7 76-261 limits assumed): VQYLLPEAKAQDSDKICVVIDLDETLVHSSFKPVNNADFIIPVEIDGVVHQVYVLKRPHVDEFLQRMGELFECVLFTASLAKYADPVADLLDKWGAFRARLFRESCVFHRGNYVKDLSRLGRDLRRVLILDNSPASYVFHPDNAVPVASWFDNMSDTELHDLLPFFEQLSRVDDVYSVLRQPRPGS
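Test system: SCP-1 phosphatase catalytic domain, residues 76-261; measured by: colorimetric phosphate reagent with accelerator and stabiliser, absorbance at 630 nm; timing: enzyme reaction 45 min at room temperature, colour 5 min, stabilisation 30 min; also added: Phosphorylated 17-residue peptide substrate; compound dosing: one concentration, 20 µM, with 1.0% DMSO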
STEP inh: STEP phosphatase inhibitors, primary screen, biochemical, fluorescence intensity, uHTS | recombinant STEP, OMFP fluorogenic substrate | Tyrosine-protein phosphatase non-receptor type 5 (Homo sapiens), P54829 | inhibition, % at 20 µM | actives 0.25% (n = 360,000) | AID 588621, 2011;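 active = inhibition at 20 µM, scaled per plate between control wells, above about 37%, limit read from the data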;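 note: 0% = DMSO with enzyme and substrate and 100% = substrate only without enzyme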
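medium = Bis-Tris buffer pH 6.0, 2.5 mM DTT, 0.005% Tween 20 | test system = STEP (striatal-enriched tyrosine phosphatase) enzyme, cell-free | measure = normalized % inhibition | compound dosing = 20 µM, 1% DMSO | also added = 25 µM OMFP | schedule = reaction 20 min, ambient temperature | measured by = fluorescence read at 480 nm ex / 540 nm em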
* hit, by the source's call; i = inactive; nt = not tested or not shown.

#	compound	SUMO1-SIM PPI	LMPTP block	Tb MetRS inh	PABP1 MLLE inh	CSN inh
1	O=S(=O)(Nc1ccc2c(c1)OCCO2)c1ccc2oc3ccccc3c2c1	1	5.2	-0.1	-8	0
2	CCCOc1ccc(C(=O)Nc2ccc(S(=O)(=O)Nc3cc(C)nc(C)n3)cc2)cc1	13	-0.9	-0.6	1	-2
3	CCC(=O)c1ccc(OCC(=O)NC2CCN(Cc3ccccc3)CC2)cc1	2	-1.0	-0.1	1	0
4	O=S(=O)(c1ccc(NC(=S)N/N=C/c2ccc(O)c(O)c2)cc1)N1CCOCC1	-11	5.3	1.4	28	-3
5	CCN(CC)C(=O)c1sc2c(c1C)c(=O)n(-c1ccc(C)c(C)c1)c(=O)n2CC(=O)NCC1CCCO1 (centres undefined)	7	-0.5	-0.6	4	0
6	O=C1/C(=C\c2cccc([N+](=O)[O-])c2O)SC(=S)N1Cc1ccccc1	23	9.4	-1.8	9	1
7	Oc1ccc(-c2nc3ncccn3c2Nc2ccc3c(c2)OCO3)cc1	-7	1.0	-0.4	3	1
8	CN1CCN(S(=O)(=O)c2cccc(C(=O)N(C)Cc3c(F)cccc3Cl)c2)CC1	0	0.6	-0.3	-85	-2
9	CCN(Cc1ccccc1)N=Nc1ccccc1	0	0.7	-0.1	-30	-1
10	Clc1ccc(-c2nc3ccccc3n2OCc2ccccc2)cc1	3	3.4	-0.2	-9	-3
11	CCc1nc2c(OCc3ccc(F)c(F)c3)cccn2c1N(C)C(=O)C1CC1	-1	-0.6	-0.2	2	-2
12	Cc1ccc(-n2nnnc2SCc2ccccn2)cc1C	2	0.3	-0.4	-5	0

#	Rpn11 inh	NadD inh	DNMT1 block	Scp-1 inhibitor	STEP inh
1	i	5	-15	-8	-6
2	i	-2	0	1	9
3	i	1	0	-6	0
4	i	5	2	4	2
5	i	-2	-1	-5	-6
6	i	11	8	73*	6
7	i	-6	-3	-6	3
8	i	1	1	14	3
9	i	-1	2	nt	6
10	i	3	-2	6	2
11	i	-5	-2	nt	0
12	i	-3	0	-5	1

(further entries)
#	compound	SUMO1-SIM PPI	LMPTP block	Tb MetRS inh	PABP1 MLLE inh	CSN inh
13	COc1ccc(S(=O)(=O)N2CCC(C(N)=O)CC2)c2ccccc12	2	0.0	-1.3	-7	4
14	CCCOc1ccc(C(=O)N(CC(C)C)c2c(N)n(Cc3ccccc3)c(=O)[nH]c2=O)cc1	9	-2.1	-0.7	9	-1
15	Cc1cc(NC(=O)/C=C/c2cccc(Cl)c2)n(-c2nc3ccccc3[nH]2)n1	3	0.4	-0.8	7	1
16	CCOCCCn1c(SCC(=O)Nc2ccc(C(N)=O)cc2)nc2ccccc2c1=O	0	-0.3	0.3	-33	0
17	O=C(NCCN1CCCCC1)c1c(O)c2ccccc2[nH]c1=O	0	-9.1	-0.3	3	-2
18	COc1ccc(CNS(=O)(=O)NCc2ccccc2)cc1	2	-0.4	-0.7	6	1
19	COc1c(Cl)cc(Cl)cc1CNCCNCC(C)O (centres undefined)	0	-2.2	0.0	14	-3
20	CCN(CC)c1ccc(C2C(C(=O)OCCOC)=C(C)NC3=C2C(=O)CCC3)cc1 (centres undefined)	-7	-1.6	-0.2	0	-3
21	Cc1cccc(CN2CCN(C3CN(C4CCCC4)S(=O)(=O)C3)CC2)c1 (centres undefined)	-6	-3.4	-1.8	12	2
22	O=C(NCc1csc(-c2cccs2)n1)C1CCC1	-6	-1.5	-0.4	-13	1
23	CC1CCCN(C(=O)c2cc(-c3ccco3)nc3ccccc23)C1 (centres undefined)	-9	0.0	0.1	24	-3
24	Cc1ccc(S(=O)(=O)NN=C2CCCc3ccccc32)cc1	5	0.6	-0.1	8	2

#	Rpn11 inh	NadD inh	DNMT1 block	Scp-1 inhibitor	STEP inh
13	i	7	-16	-3	1
14	i	0	4	3	-7
15	i	27	5	-1	-4
16	i	-4	-1	-8	1
17	i	-1	-4	-9	-1
18	i	2	-4	-13	1
19	i	-2	2	-8	1
20	i	-8	2	7	1
21	i	-8	5	nt	1
22	i	-2	2	-11	2
23	i	8	5	2	-4
24	i	0	-2	nt	-2

Quoted at random: 5 records from the list.
#	compound	SUMO1-SIM PPI	LMPTP block	Tb MetRS inh	PABP1 MLLE inh	CSN inh
20	CCN(CC)c1ccc(C2C(C(=O)OCCOC)=C(C)NC3=C2C(=O)CCC3)cc1 (centres undefined)	-7	-1.6	-0.2	0	-3
23	CC1CCCN(C(=O)c2cc(-c3ccco3)nc3ccccc23)C1 (centres undefined)	-9	0.0	0.1	24	-3
17	O=C(NCCN1CCCCC1)c1c(O)c2ccccc2[nH]c1=O	0	-9.1	-0.3	3	-2
15	Cc1cc(NC(=O)/C=C/c2cccc(Cl)c2)n(-c2nc3ccccc3[nH]2)n1	3	0.4	-0.8	7	1
16	CCOCCCn1c(SCC(=O)Nc2ccc(C(N)=O)cc2)nc2ccccc2c1=O	0	-0.3	0.3	-33	0

#	Rpn11 inh	NadD inh	DNMT1 block	Scp-1 inhibitor	STEP inh
20	i	-8	2	7	1
23	i	8	5	2	-4
17	i	-1	-4	-9	-1
15	i	27	5	-1	-4
16	i	-4	-1	-8	1

Following part
#	compound	SUMO1-SIM PPI	LMPTP block	Tb MetRS inh	PABP1 MLLE inh	CSN inh
25	CC1COc2ccccc2N1C(=O)c1ccc(Cl)cc1 (centres undefined)	5	-1.4	-0.7	20	1
26	COc1ccc(CCC(=O)N2c3ccccc3N=C(c3ccc(C(F)(F)F)cc3)C2C(=O)NC(C)C)cc1 (centres undefined)	-19	1.0	0.2	nt	-7
27	CCOC(=O)N1CCN(c2ccc(S(=O)(=O)N3CCOCC3)cn2)CC1	-2	-0.8	-0.5	14	-2
28	Cc1cccc(-c2noc(CCC(=O)Nc3ccc(C(N)=O)cc3)n2)c1	2	-0.2	1.7	1	-3
29	CN1CCN(C(=O)c2cc3nc(-c4ccccc4)cc(-c4ccccc4)n3n2)CC1	-14	0.3	-0.2	11	-4
30	COC(=O)C(O)(NC(=O)NC(C)=O)C(F)(F)F (centres undefined)	-1	0.6	-1.7	-3	-2
31	COc1cc(-c2nc(C)c(C(C)=O)n2O)ccc1OCC(=O)Nc1ccc(F)cc1	2	-0.9	-0.5	3	15
32	CCC(Oc1ccccc1)C(=O)N1CCC(C(N)=O)CC1 (centres undefined)	1	-2.4	-0.3	7	3
33	COc1ccc(C)cc1NC(=O)c1nnn(Cc2cccc(F)c2)c1N	2	-0.4	-0.3	6	-2
34	CC(C)CCN1C(=O)c2ccc(C(=O)NCC3CCCO3)cc2C1=O (centres undefined)	-20	-0.4	-0.5	8	-2
35	O=C(O)c1cc(C2CC2)nc2ccccc12	-10	0.8	-0.1	1	2
36	O=C1NC[C@@H](CCCCN2CCN(CCC3CCCCC3)C(=O)C2=O)N(CC2CCCCC2)C1=O	2	-0.7	-0.1	nt	-3

#	Rpn11 inh	NadD inh	DNMT1 block	Scp-1 inhibitor	STEP inh
25	i	-5	-1	-12	-4
26	nt	nt	nt	nt	nt
27	i	-6	1	80*	4
28	i	2	-3	-11	-1
29	i	6	-3	-2	-2
30	i	-3	3	-1	0
31	i	9	-1	-1	-1
32	i	-1	2	-10	-5
33	i	-1	4	-12	0
34	i	5	-2	2	-2
35	i	1	-2	4	-1
36	nt	14	nt	nt	nt

More results
#	compound	SUMO1-SIM PPI	LMPTP block	Tb MetRS inh	PABP1 MLLE inh	CSN inh
37	CCC(=O)c1cc2c(C)cc(=O)oc2c(C)c1OC	-4	-2.5	-0.2	0	-1
38	CN(CC(=O)N1CCOCC1)C(=O)CSc1nc2ccccc2s1	-1	-1.5	0.2	16	0
39	Cc1ccc(CSC2=Nc3ccccc3C3=NC(CC(=O)NCc4ccco4)C(=O)N23)cc1 (centres undefined)	3	0.3	0.0	-8	5
40	Cc1ccc(Nc2nc(N)nc(CSCCO)n2)cc1	1	0.5	-0.4	5	0
41	CN1CCN(S(=O)(=O)c2cccc(C(=O)Nc3nc(-c4ccccc4)cs3)c2)CC1	14	-1.5	0.8	-20	-5

#	Rpn11 inh	NadD inh	DNMT1 block	Scp-1 inhibitor	STEP inh
37	i	9	2	-3	1
38	i	-2	0	-10	5
39	i	27	18	1	2
40	i	-2	1	-5	-3
41	i	1	-9	5	3
